Assay outcomes deposited in PubChem BioAssay by Broad Institute.
SR-BI DiI inh: mouse SR-BI HDL lipid transfer inhibition | inhibition, % at 12.5 µM | 320,000 compounds, 0.96% hits | Q61009 | ldlA[mSR-BI] CHO cells, DiI-HDL uptake fluorescence, 3 h;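 active means mean replicate inhibition of at least 70% and a set share of replicates each scoring 70 or more; inconclusive means meets just one of the two criteria; inactive means fails both criteria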;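 further: 0% = median of neutral control wells and 100% = median of positive control wells; values of inactives mirror those of a sister screen read the other way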
MITF act: increases MITF-driven TRPM1 promoter luciferase signal. SK-MEL-5 TRPM1-promoter luciferase, 24 h; % of positive control, neutral wells = 0. activation, % at 12.5 µM. 300,000 compounds, 0.75% hits;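 active means mean activation of at least 80% with every replicate also reaching 80%; inconclusive means mean reaches 80% but some replicate falls short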;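 further: 0% = neutral control wells and 100% = parthenolide positive control wells; values of inactives mirror those of a sister screen read the other way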
PvdQ acylase: P. aeruginosa PvdQ acylase inhibition; inhibition, % at 10 µM; purified PvdQ acylase, fluorescence plate reader; AID 488965; 340,000 compounds, 0.063% hits; in the data active means inhibition above about 30%, passing the limit was not always enough; inconclusive means no clear call, values can overlap the other calls;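 further: 0% = vehicle neutral wells and 100% = reference inhibitor wells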
dFosB activator: mouse delta FosB homodimer activation | P13346 | activation, % at 25 µM | 340,000 compounds, 0.99% hits | purified delta FosB, TAMRA-CDK5 oligo fluorescence polarization; percent of positive-control signal above neutral wells;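 active means mean activation above about 17%, with every replicate also reaching it, limit read from the data, passing the limit was not always enough; inconclusive means only one of the two conditions met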;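 further: fluorescence polarization rise as delta FosB binds a TAMRA Cdk5 AP-1 oligo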
Target sequence (P13346 whole entry, looked up): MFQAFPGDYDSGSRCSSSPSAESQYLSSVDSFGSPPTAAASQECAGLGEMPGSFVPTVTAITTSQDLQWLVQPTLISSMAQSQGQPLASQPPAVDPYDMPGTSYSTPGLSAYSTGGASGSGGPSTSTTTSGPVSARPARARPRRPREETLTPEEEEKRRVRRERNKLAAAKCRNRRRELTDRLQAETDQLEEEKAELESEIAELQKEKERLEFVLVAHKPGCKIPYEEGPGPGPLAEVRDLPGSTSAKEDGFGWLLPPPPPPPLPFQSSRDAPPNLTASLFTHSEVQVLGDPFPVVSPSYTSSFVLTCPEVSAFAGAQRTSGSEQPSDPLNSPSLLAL
NSD2 inh: NSD2 (human) methyltransferase inhibition. NSD2 peptide methylation, AlphaScreen, 120 min. O96028. inhibition, % at 12.5 µM. 310,000 compounds, 0.54% hits; in the data active means inhibition above about 50%
CAL PDZ FP-1: inhibitors of human CAL PDZ peptide binding; Q9HD26; purified CAL PDZ, TMR-peptide fluorescence polarization, 1 h; inhibition, % at 24.9 µM; 300,000 compounds, 0.92% hits; AID 602252;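 active means mean inhibition of at least 30% with at least half of replicates also reaching 30%; inconclusive means no clear call, values can overlap the other calls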;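 further: 0% = DMSO neutral control and 100% = excess unlabeled competitor peptide PRC23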
PfHsp90 set2: growth inhibition of yeast expressing Plasmodium Hsp90; S. cerevisiae expressing PfHsp90, BacTiter-Glo ATP, 48 h; yeast lacking PDR1 and PDR3 efflux regulators; inhibition, % at 9.4 µM; 310,000 compounds, 0.32% hits;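 active means every replicate shows inhibition above about 80%, whatever the replicate mean, limit read from the data; inconclusive means mean inhibition reaches the set limit but some replicate falls short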;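 further: 0% = DMSO neutral controls and 100% = 20 µM radicicol positive controls; yeast relying on Plasmodium falciparum Hsp90 in place of its own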
CAL PDZ FP-2: human CAL PDZ-peptide interaction inhibition | purified CAL PDZ, TMR-peptide fluorescence polarization, 1 h | Q9HD26 | AID 504414 | inhibition, % at 20 µM | 330,000 compounds, 0.02% hits;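 active means highest replicate inhibition of at least 40%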;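 further: plate controls were DMSO neutral control wells for no effect and unlabeled competitor peptide control wells for full effect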
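Test system: tagged CAL PDZ domain / Buffer or medium: sodium phosphate/NaCl buffer pH 7.4 with TCEP, IgG, Thesit / Reagent: TMR-labelled reporter peptide T*-PRC34 bound in PDZ groove / Compound dosing: single point, 20 µM / Schedule: 1 h incubation at room temperature before polarization reading / Technique: fluorescence polarization (mP) / Benchmarks: unlabelled peptide, DMSO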
SR-BI DiI-HDL act: activators of SR-BI mediated HDL lipid uptake; CHO ldlA[mSR-BI] cells, DiI-HDL uptake fluorescence, 3 h; 100 = double the neutral-control signal; activation, % at 12.5 µM; 320,000 compounds, 0.096% hits; AID 504775;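 active means mean replicate activation of at least 60% and every replicate at or above 60%; inconclusive means mean or all-replicate condition met, but not both; inactive means mean below 60% and not all replicates reaching 60%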;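 further: 0% = median plate neutral-control signal and 100% = twice that signal; values of inactives mirror those of a sister screen read the other way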
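Material: SR-BI-overexpressing, LDLR-lacking CHO cells; schedule: compound exposure 3 h, 37 °C; reagent: DiI-labelled HDL at 10 µg/mL final; technique: bottom-read fluorescence, 550/595 nm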
Rtt109 HAT inh: inhibitors of Candida albicans Rtt109/Vps75 histone acetyltransferase; 330,000 compounds, 0.16% hits; inhibition, % at 34.9 µM; purified Rtt109/Vps75, ThioGlo CoA-SH fluorescence, 4 h; Q5AAJ8;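 active means inhibition of at least 50% in every replicate; inconclusive means best replicate reaches 50% inhibition but some replicates fall short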
Target sequence (Q5AAJ8 whole entry, looked up): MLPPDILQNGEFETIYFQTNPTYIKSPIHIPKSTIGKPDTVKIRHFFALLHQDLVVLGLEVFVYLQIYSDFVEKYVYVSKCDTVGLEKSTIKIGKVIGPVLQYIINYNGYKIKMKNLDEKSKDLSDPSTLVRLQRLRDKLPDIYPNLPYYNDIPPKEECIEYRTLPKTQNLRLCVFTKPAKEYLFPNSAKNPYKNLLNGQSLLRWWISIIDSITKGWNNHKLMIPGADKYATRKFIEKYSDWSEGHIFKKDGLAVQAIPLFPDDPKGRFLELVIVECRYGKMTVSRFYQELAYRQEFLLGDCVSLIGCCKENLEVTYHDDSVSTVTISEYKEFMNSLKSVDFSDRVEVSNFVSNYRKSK
Starred values were filed as active, the others as inactive.

Screening CN(C)CCCOC(=O)COc1ccc(C(C)(C)C)cc1 returned SR-BI DiI inh -39, MITF act 11, PvdQ acylase -2, dFosB activator -1, NSD2 inh -1, CAL PDZ FP-1 -4, PfHsp90 set2 32, CAL PDZ FP-2 -0.9, SR-BI DiI-HDL act 39 and Rtt109 HAT inh -6.
`CCN(CC)c1cccc(OC2=NS(=O)(=O)c3ccccc32)c1` gave SR-BI DiI inh -15, PvdQ acylase -12, dFosB activator -23, CAL PDZ FP-1 -3, PfHsp90 set2 10, CAL PDZ FP-2 -1.0, SR-BI DiI-HDL act 15 and Rtt109 HAT inh 2.
`O=C(CNS(=O)(=O)c1ccc(Br)cc1)Nc1ccc2c(c1)OCCO2` gave SR-BI DiI inh -15, MITF act -9, PvdQ acylase -24, dFosB activator -6, NSD2 inh 0, CAL PDZ FP-1 -3, PfHsp90 set2 -49, CAL PDZ FP-2 -1.5, SR-BI DiI-HDL act 15 and Rtt109 HAT inh -6.
Screening Cc1cc(C)cc(NC(=O)NCc2nnc(SCc3ccccc3)n2C)c1 returned SR-BI DiI inh 23, PvdQ acylase -5, dFosB activator -4, NSD2 inh 4, CAL PDZ FP-1 1, PfHsp90 set2 6, CAL PDZ FP-2 -2.2, SR-BI DiI-HDL act -23 and Rtt109 HAT inh 6.
Screening COC(=O)NC(C)N1C(=O)C2C3C=CC(C3)C2C1=O (configuration not stated) returned SR-BI DiI inh -22, MITF act -3, PvdQ acylase -7, dFosB activator -1, NSD2 inh 4, PfHsp90 set2 3, CAL PDZ FP-2 0.2, SR-BI DiI-HDL act 22 and Rtt109 HAT inh 10.
For CCCCN(C(=O)CCSc1ccc(F)cc1)c1c(N)n(Cc2ccccc2)c(=O)[nH]c1=O the results were SR-BI DiI inh -74, MITF act 8, PvdQ acylase -4, dFosB activator -6, NSD2 inh -6, PfHsp90 set2 -152, CAL PDZ FP-2 -0.9, SR-BI DiI-HDL act inconclusive and Rtt109 HAT inh -4.
`Cn1nc(NC(=O)C2CCC2C(=O)O)c2c(F)cccc21` (configuration not stated) gave SR-BI DiI inh 3, MITF act -4, PvdQ acylase -21, dFosB activator -9, NSD2 inh -2, CAL PDZ FP-1 5, PfHsp90 set2 -8, CAL PDZ FP-2 0.5, SR-BI DiI-HDL act -3 and Rtt109 HAT inh -6.
Screening CCOC(=O)N1CCN(C(=O)CN2C(=O)c3ccccc3S2(=O)=O)CC1 returned SR-BI DiI inh -22, MITF act 3, PvdQ acylase -9, dFosB activator -5, NSD2 inh -5, CAL PDZ FP-1 -6, PfHsp90 set2 24, CAL PDZ FP-2 0.5, SR-BI DiI-HDL act 22 and Rtt109 HAT inh 1.
Screening CCOC(=O)c1sc2nc(C)cc(C)c2c1N returned SR-BI DiI inh 1, MITF act 43, PvdQ acylase 7, dFosB activator -3, NSD2 inh -4, CAL PDZ FP-2 -0.7, SR-BI DiI-HDL act -1 and Rtt109 HAT inh -31.
Screening CCCC(=O)Nc1ccc(NC(=O)c2ccccc2OC)cn1 returned SR-BI DiI inh 30, PvdQ acylase -5, dFosB activator -13, NSD2 inh 11, CAL PDZ FP-1 -8, PfHsp90 set2 29, CAL PDZ FP-2 -2.4, SR-BI DiI-HDL act -30 and Rtt109 HAT inh -3.
For COc1ccc(S(=O)(=O)Nc2ccccc2N2CCOCC2)cc1[N+](=O)[O-] the results were SR-BI DiI inh 5, MITF act 1, PvdQ acylase -9, dFosB activator -7, CAL PDZ FP-1 -3, PfHsp90 set2 42, CAL PDZ FP-2 0.2, SR-BI DiI-HDL act -5 and Rtt109 HAT inh 6.
Screening CCSc1nnc(NC(=O)CSc2nnc(Cc3cccn3C)n2CCc2ccccc2)s1 returned SR-BI DiI inh 11, MITF act -1, PvdQ acylase -13, dFosB activator -17, NSD2 inh 8, CAL PDZ FP-1 -3, PfHsp90 set2 5, CAL PDZ FP-2 -2.3, SR-BI DiI-HDL act -11 and Rtt109 HAT inh 1.
For Cn1c(NC(=O)c2ccccc2NC(=O)C(C)(C)C)nc2ccccc21 the results were SR-BI DiI inh 29, MITF act 21, PvdQ acylase -14, dFosB activator -9, CAL PDZ FP-1 0, PfHsp90 set2 -34, CAL PDZ FP-2 -0.3, SR-BI DiI-HDL act -29 and Rtt109 HAT inh 0.
Nc1nc2nc(-c3ccccc3)cc(=O)n2[nH]1 was read as SR-BI DiI inh -3, MITF act -3, PvdQ acylase 2, dFosB activator -5, NSD2 inh 2, CAL PDZ FP-1 -3, PfHsp90 set2 11, CAL PDZ FP-2 -0.8, SR-BI DiI-HDL act 3 and Rtt109 HAT inh 8.
For Cc1cc(=O)[nH]c(NN=C2CCC(C(C)(C)C)CC2)n1 (configuration not stated) the results were SR-BI DiI inh -14, MITF act -7, PvdQ acylase -11, dFosB activator -5, NSD2 inh 3, CAL PDZ FP-1 -8, PfHsp90 set2 -98, CAL PDZ FP-2 -0.3 and SR-BI DiI-HDL act 14.
CC1(C)S/C(=N/N=C/c2cccs2)NC1=O was read as SR-BI DiI inh 2, MITF act 12, PvdQ acylase 1, dFosB activator -1, NSD2 inh -1, CAL PDZ FP-1 -2, PfHsp90 set2 -14, CAL PDZ FP-2 -0.7, SR-BI DiI-HDL act -2 and Rtt109 HAT inh -2.
Screening COCCSc1nnc(NS(=O)(=O)c2ccc(C)cc2)s1 returned SR-BI DiI inh -19, MITF act -4, PvdQ acylase 0, dFosB activator 3, NSD2 inh 1, CAL PDZ FP-1 4, PfHsp90 set2 6, CAL PDZ FP-2 0.1, SR-BI DiI-HDL act 19 and Rtt109 HAT inh 13.
Screening Cc1noc(C)c1NC(=O)Nc1cccc2c1O[C@H](CN(C)S(=O)(=O)c1ccc(F)cc1)[C@@H](C)CN([C@H](C)CO)C2=O returned SR-BI DiI inh -16, MITF act 0, PvdQ acylase -5, dFosB activator -2, CAL PDZ FP-1 -2, PfHsp90 set2 20, CAL PDZ FP-2 -0.2, SR-BI DiI-HDL act 16 and Rtt109 HAT inh 4.
O=C(CCNC(=O)Cn1ccc2ccccc2c1=O)NCCC1=CCCCC1 was read as MITF act 2, PvdQ acylase 2, dFosB activator 7, NSD2 inh -2, CAL PDZ FP-1 3, PfHsp90 set2 11, CAL PDZ FP-2 -1.0 and Rtt109 HAT inh -8.
For Cn1c(CCN2CCN(c3ccccc3)CC2)nc2cc(NC(=O)c3ccco3)ccc21 the results were SR-BI DiI inh 7, MITF act 15, PvdQ acylase -6, dFosB activator -5, NSD2 inh -1, CAL PDZ FP-1 -4, PfHsp90 set2 32, CAL PDZ FP-2 -0.2, SR-BI DiI-HDL act -7 and Rtt109 HAT inh 6.
For COc1ccccc1OCc1nnc(SCC(=O)Nc2ccc(C)cc2)n1C the results were SR-BI DiI inh 43, MITF act -5, PvdQ acylase -7, dFosB activator 1, NSD2 inh -3, CAL PDZ FP-1 1, PfHsp90 set2 16, CAL PDZ FP-2 -1.9, SR-BI DiI-HDL act -43 and Rtt109 HAT inh 2.
COc1ccc(NC(=O)Nc2nnc(Cc3ccccc3)s2)cc1 was read as SR-BI DiI inh 2, PvdQ acylase -12, dFosB activator -1, NSD2 inh -5, CAL PDZ FP-1 -4, PfHsp90 set2 2, CAL PDZ FP-2 -0.2, SR-BI DiI-HDL act -2 and Rtt109 HAT inh -5.
Screening CC1CC1C(=O)OCC(=O)Nc1cc(S(=O)(=O)N2CCCCC2)ccc1Cl (configuration not stated) returned SR-BI DiI inh 16, MITF act 3, PvdQ acylase -12, dFosB activator -5, NSD2 inh -3, PfHsp90 set2 3, CAL PDZ FP-2 0.7, SR-BI DiI-HDL act -16 and Rtt109 HAT inh -1.
For COc1ccc(N2CCN(C(=O)c3cc(=O)c4cc(C)ccc4o3)CC2)cc1 the results were SR-BI DiI inh -22, MITF act -6, PvdQ acylase -8, dFosB activator -4, NSD2 inh 5, CAL PDZ FP-1 0, PfHsp90 set2 -4, CAL PDZ FP-2 -0.2, SR-BI DiI-HDL act 22 and Rtt109 HAT inh 8.
`CC1=C2C(CCS2(=O)=O)CC2(C1)C(=O)OC(C)(C)OC2=O` (configuration not stated) gave SR-BI DiI inh -3, MITF act -8, PvdQ acylase -4, dFosB activator 2, CAL PDZ FP-1 -1, PfHsp90 set2 -21, CAL PDZ FP-2 1.1, SR-BI DiI-HDL act 3 and Rtt109 HAT inh -7.
For CC1(NC(=S)NCCCCCCNC(=S)NC2(C)CCS(=O)(=O)C2)CCS(=O)(=O)C1 (configuration not stated) the results were SR-BI DiI inh 3, PvdQ acylase -13, dFosB activator -1, NSD2 inh 1, PfHsp90 set2 -12, CAL PDZ FP-2 -0.7, SR-BI DiI-HDL act -3 and Rtt109 HAT inh 5.
`Nc1cccnc1Sc1cccc(Cl)c1` gave SR-BI DiI inh -12, MITF act 4, PvdQ acylase 11, dFosB activator -1, NSD2 inh -1, CAL PDZ FP-1 -2, PfHsp90 set2 1, CAL PDZ FP-2 0.2, SR-BI DiI-HDL act 12 and Rtt109 HAT inh 15.
For Cc1c(NC(=S)NC(=O)c2sc3ccccc3c2Cl)cccc1C(=O)O the results were SR-BI DiI inh 8, MITF act 5, PvdQ acylase -5, dFosB activator -9, NSD2 inh 0, PfHsp90 set2 -7, CAL PDZ FP-2 -2.4, SR-BI DiI-HDL act -8 and Rtt109 HAT inh 8.
COc1ccccc1-c1ccc(NC2CCCC2)nn1 was read as SR-BI DiI inh 57, MITF act 33, PvdQ acylase -13, dFosB activator -1, NSD2 inh 1, CAL PDZ FP-1 2, PfHsp90 set2 -8, CAL PDZ FP-2 -1.4, SR-BI DiI-HDL act -57 and Rtt109 HAT inh 1.
Screening CCn1nnnc1SCC(=O)N1CCCCC1 returned SR-BI DiI inh -8, MITF act 0, PvdQ acylase -5, dFosB activator -9, NSD2 inh -3, CAL PDZ FP-1 -4, PfHsp90 set2 17, CAL PDZ FP-2 -2.9, SR-BI DiI-HDL act 8 and Rtt109 HAT inh 1.
For CCN(CC)c1nc(SCCOC(=O)Nc2ccccc2)nc(N(CC)CC)n1 the results were SR-BI DiI inh 87*, MITF act 22, PvdQ acylase 6, dFosB activator -11, NSD2 inh -3, CAL PDZ FP-1 0, PfHsp90 set2 17, CAL PDZ FP-2 -0.8, SR-BI DiI-HDL act -87 and Rtt109 HAT inh -5.
